TEAD-YAP block: TEAD-YAP interaction inhibition, primary screen, TEAD-YAP interaction inhibitor project, luminescence, HEK-TIYL cells. TEAD-Gal4/YAP UAS-luciferase luminescence. AID 1259422, 2018. 640,000 tested, 1.4% active. inhibition, % at 9.12 µM; in the data active means inhibition above about 32%;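 further: 0% = median of test compound wells and 100% = reference inhibitor wells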
GPR151 ag: activators of human GPR151, primary screen, cell-based, PathHunter beta-arrestin, luminescence; G-protein coupled receptor 151 (Homo sapiens), Q8TDV0; PathHunter beta-arrestin GPR151 cells; activation, % at 11.2 µM; 650,000 tested, 1% active; in the data active means activation above about 4.9%;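 further: 0% = median of compound wells and 100% = cells with positive control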
FBW7 activator: FBW7 E3 ligase activators, primary screen, biochemical, AlphaScreen, human; F-box/WD repeat-containing protein 7 (Homo sapiens), Q969H0; AID 1259310, 2017; 650,000 tested, 0.13% active; AlphaScreen FBW7–phospho-cyclin E peptide binding, activator screen; normalized activity (activation), % at 26.1 µM; in the data active means normalized activity above about 1.9%;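 further: purified mutant Fbw7 with reduced substrate affinity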
Target sequence (Q969H0 whole entry, looked up): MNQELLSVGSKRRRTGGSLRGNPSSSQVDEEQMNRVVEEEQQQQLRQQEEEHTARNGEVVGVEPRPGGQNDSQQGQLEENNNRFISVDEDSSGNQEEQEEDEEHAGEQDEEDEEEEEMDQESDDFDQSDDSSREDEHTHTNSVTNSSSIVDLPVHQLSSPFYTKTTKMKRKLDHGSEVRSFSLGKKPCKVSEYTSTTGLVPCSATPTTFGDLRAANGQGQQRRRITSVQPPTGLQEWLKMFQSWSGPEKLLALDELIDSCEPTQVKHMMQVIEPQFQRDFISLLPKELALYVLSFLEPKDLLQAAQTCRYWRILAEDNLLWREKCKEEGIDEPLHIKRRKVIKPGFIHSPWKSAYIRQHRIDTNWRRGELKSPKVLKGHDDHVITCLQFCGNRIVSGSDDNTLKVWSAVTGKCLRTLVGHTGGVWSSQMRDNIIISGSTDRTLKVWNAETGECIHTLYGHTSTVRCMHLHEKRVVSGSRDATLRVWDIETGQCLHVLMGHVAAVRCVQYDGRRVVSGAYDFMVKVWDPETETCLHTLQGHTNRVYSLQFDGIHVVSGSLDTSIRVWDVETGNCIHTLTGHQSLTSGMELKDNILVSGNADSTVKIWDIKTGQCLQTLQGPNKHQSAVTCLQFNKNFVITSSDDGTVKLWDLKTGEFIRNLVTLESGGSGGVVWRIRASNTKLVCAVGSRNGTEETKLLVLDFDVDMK
MITF inh: MITF inhibitors, primary screen, biochemical, AlphaScreen, human; AlphaScreen MITF homodimerization, bead proximity signal; 650,000 tested, 0.91% active; inhibition, % at 2.6 µM; Microphthalmia-associated transcription factor (Homo sapiens), O75030; in the data active means inhibition above about 50%;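 further: 0% = vehicle wells with protein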
* hit, by the source's call.

A first look:
SMILES	TEAD-YAP block	GPR151 ag	FBW7 activator	MITF inh
COCCN1C(=O)c2ccccc2C(C(=O)NC2CCCCC2)C1c1ccc(F)cc1 (centres undefined)	7	1.8	0.2	7
COc1ccc(CC(=O)N2CCC(CO)(Cc3ccccc3Cl)CC2)cc1	-5	2.6	0.1	1
CCOc1ccc(N2C(=O)C3C4C=CC(C4=C(C)C)C3C2=O)cc1 (centres undefined)	4	-0.5	0.0	4
N#CC1=C(N)Oc2n[nH]c(-c3ccccc3)c2C1c1ccc(F)c(Br)c1 (centres undefined)	-3	-0.3	-0.1	-5
COc1ccc(F)c(CN2CCc3nnc(CNC(=O)Cc4ccccc4)n3CC2)c1	5	0.7	0.1	1
CCC(C)c1ccccc1OCC(O)CN1C(=O)NC(C)(C)C1=O (centres undefined)	7	0.0	1.1	20
Cc1c(OCC#N)ccc2c3c(c(=O)oc12)CCC3	-2	-0.5	-0.1	-13

All compounds of this part, from the first entry:
SMILES	TEAD-YAP block	GPR151 ag	FBW7 activator	MITF inh
COCCN1C(=O)c2ccccc2C(C(=O)NC2CCCCC2)C1c1ccc(F)cc1 (centres undefined)	7	1.8	0.2	7
COc1ccc(CC(=O)N2CCC(CO)(Cc3ccccc3Cl)CC2)cc1	-5	2.6	0.1	1
CCOc1ccc(N2C(=O)C3C4C=CC(C4=C(C)C)C3C2=O)cc1 (centres undefined)	4	-0.5	0.0	4
N#CC1=C(N)Oc2n[nH]c(-c3ccccc3)c2C1c1ccc(F)c(Br)c1 (centres undefined)	-3	-0.3	-0.1	-5
COc1ccc(F)c(CN2CCc3nnc(CNC(=O)Cc4ccccc4)n3CC2)c1	5	0.7	0.1	1
CCC(C)c1ccccc1OCC(O)CN1C(=O)NC(C)(C)C1=O (centres undefined)	7	0.0	1.1	20
Cc1c(OCC#N)ccc2c3c(c(=O)oc12)CCC3	-2	-0.5	-0.1	-13
CC1CN(C)CCC1CCc1ccc(NC(=O)c2cnn3cccnc23)cc1 (centres undefined)	-4	0.4	-0.1	-6
Cc1sc2ncn(CC(=O)Nc3ccc4c(c3)OCCO4)c(=O)c2c1S(=O)(=O)N1CCOCC1	-6	0.3	0.9	-6
COc1ccc(CCC(=O)NCCNC(=O)CCc2ccc(OC)cc2)cc1	-4	-1.0	1.1	7
O=C(CN1C(=O)C2CC=CCC2C1=O)Nc1ccc(C23CC4CC(CC(C4)C2)C3)cc1 (centres undefined)	3	1.5	0.2	14
O=C(O)COc1cc(Br)cc(Br)c1O	4	1.4	-0.3	11
COC(=O)CCC(=O)Nc1ccc(S(=O)(=O)N2CCC(C)CC2)cc1	-6	-1.3	0.1	6
CCc1ccc(NC(=S)NC(=O)c2ccco2)cc1	-55	-0.6	0.0	11
CC(=O)Nc1ccc(NC(=O)COC(=O)CN2C(=O)NC(C)(C)C2=O)cc1	7	1.3	0.1	-8
Nc1nc(NCc2ccc3c(c2)OCO3)cc(Nc2ccc(N3CCOCC3)cc2)n1	2	1.6	-0.4	10
CCOC(=O)c1nc(N2CCN(c3ccccc3)CC2)c2ccccc2n1	12	2.2	-0.2	1
CN(C(=O)c1ncn[nH]1)c1ccccc1	4	2.3	-0.1	6
N#Cc1ccccc1NC(=O)Nc1cccc(O)c1	-16	2.5	-0.1	-2
Cc1cc(C)c2nc(/N=C/c3cc([N+](=O)[O-])cc([N+](=O)[O-])c3O)sc2c1	-10	0.1	0.1	-9
COc1ccc(/C=C/c2nc3ccccc3[nH]c2=O)cc1	-11	-0.5	-0.1	-4
Cc1ccc(NCc2nc3ccccc3n2Cc2ccccc2)cc1	-52	2.3	-0.2	8
O=[N+]([O-])c1ccc(Sc2nnc(Cc3ccccc3)o2)nc1	57*	1.3	-0.1	-2
O=S(=O)(NCc1cccnc1)c1ccc(Cl)c2ccccc12	-8	-0.2	0.0	-2
COc1ccc(NC(=O)CSc2nnc(CNC(=O)c3ccco3)n2-c2cc(C)ccc2C)cc1	-10	0.8	-0.1	7
O=C(CSc1nc2ccccc2[nH]1)c1ccc(SC(F)F)cc1	-15	-0.2	0.1	3
CC1=C(C(=O)OCc2ccccc2)C(c2cccc(Br)c2)NC(=O)N1 (centres undefined)	-4	1.7	0.1	7
CC(=O)c1ccc(NC(=S)NCCCn2ccnc2)cc1	2	4.3	-0.1	0
Cc1ccc2nc(-c3ccc(NC(=O)CSc4nnc(N)s4)cc3)sc2c1	59*	-2.1	-0.1	-7
Cc1[nH]c2ccccc2c1SCCNC(=O)c1ccc(Br)o1	1	-0.2	0.0	11
CCCC(=O)Nc1ccc(C(=O)NCC(C)C)cc1	1	-0.6	-0.2	8
CCCn1c2ccccc2c2nnc(SCC(=O)Nc3cccc4ccccc34)nc21	8	0.2	0.1	0
Cc1[nH]c2ccccc2c1C(Nc1nccs1)c1ccc2c(c1)OCO2 (centres undefined)	-10	-1.8	-0.1	9
Cc1ccc(C)c(OCCN2CCNCC2)c1	6	9.0*	0.1	35
O=C(Nc1cccc([N+](=O)[O-])c1)c1cc(S(=O)(=O)Nc2cccc(F)c2)ccc1Cl	-1	1.0	0.0	15
Cc1cc(C)nc(/N=C(\N)Nc2ccc(F)cc2)n1	7	-1.6	0.2	15
COc1cccc(C2C(C#N)=C(N)N(N(C)C)C3=C2C(=O)CCC3)c1 (centres undefined)	2	1.8	0.0	0
CC1(c2ccccc2)CC(C)(C)N(C(=O)CNC2=NCCC2=S)c2ccccc21 (centres undefined)	-8	0.3	0.0	7
COc1ccc(-n2c(C)nc3cc(C(=O)NC4CCCC(C)C4C)ccc32)cc1 (centres undefined)	-28	0.9	0.1	0
CCOc1ncccc1C(=O)OCc1ccc(Cl)cc1	-2	0.1	0.1	-5
CN(CCc1ccccc1)C(=O)CCC1(Cc2ccco2)CCC(=O)N1 (centres undefined)	-20	0.2	-0.1	-13
Nc1ccc(C(=O)CN2C(=O)CSC2=O)cc1	1	-1.6	0.0	12
Cc1ccc(N2C(=O)C3N=NN(CC(=O)Nc4ccc(F)cc4F)C3C2=O)cc1 (centres undefined)	8	1.2	-0.5	-17
Nc1cccc(Oc2ncnc3sc4c(c23)CCCC4)c1	-14	0.8	-0.3	14
Cc1cc(C)n(C(=O)c2c(I)cnn2C)n1	6	0.7	-0.3	2

An excerpt from above with just TEAD-YAP block, GPR151 ag and FBW7 activator.
| SMILES | TEAD-YAP block | GPR151 ag | FBW7 activator |
| --- | --- | --- | --- |
| O=[N+]([O-])c1ccc(Sc2nnc(Cc3ccccc3)o2)nc1 | 57* | 1.3 | -0.1 |
| O=S(=O)(NCc1cccnc1)c1ccc(Cl)c2ccccc12 | -8 | -0.2 | 0.0 |
| COc1ccc(NC(=O)CSc2nnc(CNC(=O)c3ccco3)n2-c2cc(C)ccc2C)cc1 | -10 | 0.8 | -0.1 |
| O=C(CSc1nc2ccccc2[nH]1)c1ccc(SC(F)F)cc1 | -15 | -0.2 | 0.1 |

Continuation:
SMILES	TEAD-YAP block	GPR151 ag	FBW7 activator	MITF inh
Cc1ccc(-n2cc(-c3ccccc3)c3c(NCC4CCCO4)ncnc32)cc1Cl (centres undefined)	-8	2.3	-0.2	3
CCCNc1ccnc(N2CCN(c3ccccn3)CC2)n1	-9	-0.9	0.0	6
COc1cccc(CNC(=O)CCS(=O)(=O)c2ccc3c(c2)n(C)c(=O)c(=O)n3C)c1	7	1.8	-0.2	6
FC(F)(F)c1cccc(C2N(Cc3ccc(Cl)cc3)CCN2Cc2ccc(Cl)cc2)c1	-12	1.0	0.0	-16
COc1ccc(-c2ccc(/C=C3/SC(=O)NC3=O)o2)cc1Cl	-8	1.9	-0.2	-24
Cc1cc(F)ccc1NS(=O)(=O)c1ccccc1C#N	-3	-1.9	0.2	5
Cc1ccc(C)c(C2=NN(c3nc(-c4ccc(Cl)cc4)cs3)C(c3cccc([N+](=O)[O-])c3)C2)c1 (centres undefined)	0	0.9	0.5	11
Cn1cc(CNC2CCN(c3ccc(NC(=O)COc4ccccc4)cc3)CC2)cn1	-13	-1.7	-0.2	1
Cc1sc2nc(Cc3ccccc3)nc(Nc3ccc(F)c(Cl)c3)c2c1C	6	-0.6	-0.1	-4
O=C1c2ccccc2-c2onc3c(N4CCCCC4)cc(Nc4ccc5c(c4)OCCO5)c1c23	13	0.4	-0.4	29
Cc1ccc(C(=O)c2cc([N+](=O)[O-])ccc2N2CCOCC2)cc1C	42*	-0.1	-0.1	0
COc1cc(/C=C2/C(=N)N3OC(C)=CC3=NC2=O)ccc1OCc1ccc(Cl)cc1	-47	0.8	0.2	4
Cc1ccccc1-c1ccc(N2CCC(C(=O)Nc3ccccn3)CC2)nn1	-6	-9.5	-0.3	4
CCCCCC(=O)N/N=C(\C)c1ccc([N+](=O)[O-])cc1	-2	-0.5	0.3	2
O=C(COC(=O)c1c[nH]c(=O)[nH]c1=O)Nc1ncc(Br)s1	-3	-0.1	0.1	12
CCCCCCC(=O)NCC(=O)OCC(=O)c1ccc(Br)cc1	2	-0.9	-0.1	8
Cc1cncc2c(S(=O)(=O)N3CCCN(C(=O)CN)C[C@@H]3C)cccc12	-7	2.5	-0.5	11
COc1cccc(C2(NC(=O)Cc3nc4nc(C)cc(=O)n4[nH]3)CCCC2)c1	-13	-1.0	-0.1	-9
CC(=O)Nc1ccc(Nc2nc(-c3ccc(C(=O)N4CCN(C)CC4)cc3)ncc2C)cc1	0	-1.1	0.1	7
COc1cc(OC)nc(-c2ccc(NC(=O)C(C)(C)C)cc2)n1	-15	0.7	0.3	16
OCCSc1ccc(Oc2ccc(SCCO)cc2)cc1	-27	0.5	0.1	17
CC1CCC(C(=O)Oc2ccc(Cl)cc2)CC1 (centres undefined)	13	0.3	0.0	12
Cc1cccc(NC(=O)CN2C(=O)C(C)Oc3ccccc32)n1 (centres undefined)	-9	1.0	-0.1	16
Brc1ccc(-c2csc(Nc3ccc4c(c3)OCO4)n2)cc1	-45	1.6	0.0	15
CC(=O)Nc1ccc(NC(=O)c2c(C)nc3ccccn23)cc1	-9	-0.2	-0.1	-1
O=[N+]([O-])c1ccc(O)c(CN2CCCCC2)c1 (tested in a mixture with another compound)	2	-0.3	-0.2	4
O=C1OC(/C=C/c2ccc(Cl)cc2Cl)=NC/1=C\c1ccc(Cl)c(Cl)c1	-6	0.3	0.1	4
Cc1cc(NC(=O)/C=C/c2ccc(Br)o2)n(-c2nc3ccccc3[nH]2)n1	-23	0.1	-0.1	-8
N#Cc1cc2c(nc1SCC(=O)c1cccc(Cl)c1)CCCC2	17	-0.9	0.1	14

Compound activity as filed in PubChem.
